GoLoco inh red: RGS12 GoLoco-Gai1 interaction inhibition. Gai1:RGS12 GoLoco peptide FP, rhodamine, 10 min. Potency, µM (top dose mostly 61.6 µM), inactives show at the top dose activity, negative = inhibition, hits mostly inhibitors. hit rate 0.44% among 230,000. AID 880; active means well fitted inhibition curve with a large enough effect, not every such curve was filed as active; inactive means no such curve, though single readings can be large or run the other way; further: on the % scale 0 is the no-effect control and ±100 the full control effect; nearly all actives have a fitted effect of over 30% in size; many of its hits are not listed in these tables
Target sequence (P63096 whole entry, looked up): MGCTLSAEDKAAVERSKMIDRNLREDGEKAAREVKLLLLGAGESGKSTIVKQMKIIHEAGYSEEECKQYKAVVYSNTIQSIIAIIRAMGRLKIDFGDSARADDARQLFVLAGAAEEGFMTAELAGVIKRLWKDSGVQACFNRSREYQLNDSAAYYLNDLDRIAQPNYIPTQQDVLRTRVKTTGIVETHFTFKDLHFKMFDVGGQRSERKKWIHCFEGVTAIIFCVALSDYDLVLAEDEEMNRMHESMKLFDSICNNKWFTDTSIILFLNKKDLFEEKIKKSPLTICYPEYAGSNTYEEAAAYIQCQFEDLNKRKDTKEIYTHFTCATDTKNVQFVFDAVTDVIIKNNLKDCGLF
SMN2 splice up: SMN2 splice variant enhancement | HEK293 SMN2-luciferase splicing reporter, luminescence, 30-36 h | Potency, µM (series often up to 46.1 µM), for inactives: top-dose activity change, positive = activation, actives largely listed as activators | hit rate 2.8% among 210,000 | AID 1458; further: % of control where 0% means no effect; nearly all actives have a fitted effect of over 55% in size
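qHTS luciferase splicing reporter: luminescence rises when SMN2 exon 7 is included in transfected HEK293 cells. Compound exposure lasted 30-36 h at 37C, with 4.5 mM final sodium butyrate as control, followed by a ONE-Glo read.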
RECQ1 helicase: inhibitors of human RECQ1 DNA helicase. RECQ1 DNA unwinding, red fluorescence kinetic read. Potency, µM (top dose mostly 57.3 µM), for the others: top-dose activity, negative = inhibition, hits mostly inhibitors. hit rate 0.54% among 240,000. P46063;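 further: plate controls were vehicle for no effect and no enzyme for full effect; nearly all actives have a fitted effect of over 30% in size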
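RECQ1T1 50 nM; forked duplex (20 bp + 30-nt ss tails) 200 nM, ATP 2 mM final; pH 8.0, 2 mM MgCl2, 2.5 ug/ml poly(dI-dC); 15 min compound preincubation; discontinuous kinetic read over 2 h at RT.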
NPSR antagonist: neuropeptide S receptor (human) antagonism, cAMP; Potency, µM (doses to about 38.3 µM), for inactives: top-dose activity change, negative = inhibition, usual class: inhibitors; AID 1461; CHO-NPSR cells, cAMP TR-FRET, antagonist mode; hit rate 1% among 220,000; further: on the % scale 0 is the no-effect control and ±100 the full control effect; nearly all actives have a fitted effect of over 50% in size; many of its hits are not listed in these tables
Target sequence (Q6W5P4 whole entry, looked up): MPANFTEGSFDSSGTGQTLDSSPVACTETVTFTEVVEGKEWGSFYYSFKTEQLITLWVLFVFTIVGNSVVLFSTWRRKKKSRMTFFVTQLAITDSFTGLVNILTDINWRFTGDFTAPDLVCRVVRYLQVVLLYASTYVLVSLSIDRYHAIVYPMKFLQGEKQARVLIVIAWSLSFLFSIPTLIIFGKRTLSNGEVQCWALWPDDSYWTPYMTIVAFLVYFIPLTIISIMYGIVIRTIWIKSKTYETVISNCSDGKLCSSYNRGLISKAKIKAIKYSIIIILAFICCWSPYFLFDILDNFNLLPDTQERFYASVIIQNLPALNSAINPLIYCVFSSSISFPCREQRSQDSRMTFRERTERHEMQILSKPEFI
Epigenetic reg: regulators of epigenetic silencing causing reporter derepression in mouse cells | murine LDR cells, GFP reporter derepression, 30 h | Potency, µM (doses to about 53.9 µM), without a hit: at the top dose GFP activation, usual class: activators | hit rate 0.2% among 280,000 | AID 1865; further: % of control where 0% means no effect; nearly all actives have a fitted effect of over 60% in size
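Murine LDR cells bearing a silenced CMV-driven GFP reporter were exposed to compound for 30 h at 37 C. After PBS washes, GFP-positive cells (20-120 um objects) counted by laser-scanning microplate cytometry.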
IMPase Li cell: membrane-permeable IMPase blocker, potentiated with lithium | Potency, µM (series often up to 59.4 µM), without a hit: top-dose activity, negative = IMPase inhibition, usual class: inhibitors | CHO-M1 cells, IP1 TR-FRET (IP-One), carbachol + lithium | AID 1457 | hit rate 0.35% among 210,000;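 further: IP1 builds up when IMPase is blocked and the TR-FRET signal falls; plate controls were basal vehicle for no effect and high inhibitor control for full effect; nearly all actives have a fitted effect of over 50% in size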
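Readout is a homogeneous TR-FRET IP1 immunoassay (Ex 320, Em 665 and 620), where raised cytosolic IP1 lowers signal. Cells were CHO-M1 treated 30 min at 37C with test compounds plus a little lithium; AC50 values came from Hill-equation fitting.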
KDM4E inh: blocks human JMJD2E demethylase activity; B2RXH2; JMJD2E catalytic domain, FDH-coupled NADH fluorescence (FDH is formaldehyde dehydrogenase); Potency, µM (top dose mostly 57.1 µM), for the others: top-dose activity change, negative = inhibition, usual class: inhibitors; hit rate 1.6% among 230,000; AID 2147; active means well fitted inhibition curve with a large enough effect, not every such curve was filed as active; inconclusive means small, poorly fitted or top-dose-only effect, or another doubt; inactive means no such curve, though single readings can be large or run the other way;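 further: 0% = wells with enzyme and -100% = buffer wells without enzyme; nearly all actives have a fitted effect of over 50% in size; many of its hits are not listed in these tables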
Target sequence (B2RXH2 1-337 limits assumed): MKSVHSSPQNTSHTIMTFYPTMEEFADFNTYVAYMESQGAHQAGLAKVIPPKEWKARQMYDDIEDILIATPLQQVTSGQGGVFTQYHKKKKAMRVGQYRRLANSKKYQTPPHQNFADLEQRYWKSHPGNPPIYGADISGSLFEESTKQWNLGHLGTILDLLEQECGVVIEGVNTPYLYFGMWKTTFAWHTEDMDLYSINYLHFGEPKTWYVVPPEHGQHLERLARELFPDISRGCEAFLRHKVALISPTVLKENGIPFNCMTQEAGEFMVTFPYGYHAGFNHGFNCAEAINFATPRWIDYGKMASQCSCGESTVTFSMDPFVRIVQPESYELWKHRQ
Luc counter: Kinase-Glo luciferase inhibition (counter-screen) | Q27757 | Kinase-Glo luciferase, ATP luminescence, 8 min | Potency, µM (series often up to 38.3 µM), for inactives: top-dose activity change, negative = inhibition, usual class: inhibitors | hit rate 0.28% among 200,000 | AID 1379; further: on the % scale 0 is the no-effect control and ±100 the full control effect; nearly all actives have a fitted effect of over 60% in size
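Compounds were added to a substrate mix at pH 7.2 (50 mM imidazole, 10 uM ATP, within the enzyme's linear range), followed by Kinase-Glo detection reagent; luminescence was measured after 8 minutes at ambient temperature.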
* marks the source's active call; other numbers are inactive results; i = inactive; ? = inconclusive; · = not tested or not shown; [ ] = dose if it differs, or a comment. Unless noted, the call rests on the fitted dose curve; in most records, active means well fitted curve in the direction sought with a large enough effect; inconclusive means small, poorly fitted or top-dose-only effect, or another doubt; inactive means no such curve, though single readings can be large; an effect the other way counts as inactive or inconclusive. Potency means the concentration at half of the fitted maximal effect. These rows are one share of the data. The share of hits here may be higher or lower than overall.

item	molecule	GoLoco inh red	SMN2 splice up	RECQ1 helicase	NPSR antagonist	Epigenetic reg	IMPase Li cell	KDM4E inh	Luc counter
1	O=C(NCc1cccnc1)/C(=C/c1ccco1)NC(=O)c1ccccc1	4%	7%	-1%	-4%[46.1 µM]	-2.9%	-7%[38.3 µM]	-1%	-4%
2	COC(=O)/C(=C/c1c[nH]c2ccccc12)NC(C)=O	-12%	1%	3%	9%	1.0%	-1%	20µM*	0%
3	Cc1ccc(O)c(NC(=S)NC(=O)C(C)C)c1	1%	·	-6%	52%	8.0%	·	-22%	·
4	COc1ccc(NS(=O)(=O)c2ccc(NC(=O)C3CCCO3)cc2)cc1 (stereo unspecified)	3%	-36%[inhibitor]	-6%	4%[46.1 µM]	-1.0%	36%[activator][38.3 µM]	-6%	1%
5	Cc1ccc(S(=O)(=O)N2CCCC2C(=O)OCc2ccccc2)cc1 (stereo unspecified)	8%	-25%	-7%	-4%	-3.8%	-9%	8%	-3%
6	O=C(O)c1cncc(Br)c1	-42%	·	i	6%[7.67 µM]	0.0%	·	8%	·
7	C=CCN1C(=O)CSC1=Nc1cccc(O)c1	8%	-4%	-12%	2%[46.1 µM]	0.0%	18%[38.3 µM]	7%	-1%
8	CCCNC(=O)c1nnsc1S(=O)c1ccc(Cl)cc1 (stereo unspecified)	-10%	-27%	0%	-33%	0.0%	16%	-5%	-3%
9	CCCC1NC(=S)N(C2CCCCC2)C1=O (stereo unspecified)	4%	0%	-11%	4%	1.0%	5%	-3%	-1%
10	COc1ccccc1Oc1ccc(S(=O)(=O)N2CCOCC2)cc1S(=O)(=O)N1CCOCC1	6%	3%	-1%	-2%[46.1 µM]	-1.0%	-5%	2%	2%
11	CCOc1ccc(NC(=O)C[n+]2ccccc2)cc1	10%	8%	-15%	17%	1.0%	7%	19%	-5%
12	COc1cccc(C2=CC(c3cccc(OC)c3OC(F)F)n3nnnc3N2)c1 (stereo unspecified)	-10%	-16%	-2%	-22%[46.1 µM]	0.7%	17%[38.3 µM]	206%[activator]	-3%
13	COc1ccc(/C=C/C(=O)NC(=S)NNC(=O)c2cccs2)cc1	-7%	-4%	-11%	-11%	5.0%	2%	?	1%
14	C=CCn1cnc2c(nnn2-c2ccc(C)c(Cl)c2)c1=O	15%	16%	i	-7%	1.4%	-1%	7%	1%
15	O=C(COC(=O)CCc1nc2ccccc2s1)NCc1ccco1	2%	22%	-2%	-10%	-1.8%	1%	-1%	-2%
16	Cc1cc([N+](=O)[O-])ccc1NC(=O)c1cncc(Br)c1	7%	-4%	-5%	3%	0.1%	-3%	16%	2%
17	Cc1nc2sc(C(c3ccc(C(C)C)cc3)N3CCN(CCO)CC3)c(O)n2n1 (stereo unspecified)	-6%	5%	2%	-6%[46.1 µM]	0.9%	22%[38.3 µM]	7%	1%
18	CN(c1ccccc1)S(=O)(=O)c1ccc(Cl)c(C(=O)OCC(=O)NCc2ccco2)c1	10%	·	?	0%	0.1%	·	-10%	·
19	C=C1CCN([C@H](C(=O)NCc2cc(OC)c(OC)c(OC)c2)C(C)C)S(=O)(=O)c2ccccc21	-3%	·	-4%	5%	1.1%	·	5%	·
20	C=CCOc1c(Cl)cc(CNc2ccc3[nH]c(=O)[nH]c3c2)cc1OC	0%	-28%	i	-5%	0.1%	3%	0%	-5%
21	COc1ccccc1C(O)P(=O)(OC(C)C)c1ccc(N(C)C)cc1 (stereo unspecified)	-17%	-4%	-17%	-4%[46.1 µM]	-2.1%	1%	?	-2%
22	COc1ccc(OC)c(NC(=O)Cn2cnc3c(cnn3-c3ccccc3)c2=O)c1	7%	0%	-10%	-5%[46.1 µM]	-1.0%	0%	-6%	4%
23	COc1ccc(CNC(=S)N2CCN(Cc3ccccc3)CC2)cc1	-5%	·	-1%	7%	-1.1%	·	?	·
24	COc1ccc(OC)c(/C=N/NC(=O)Cc2nc3ccccc3[nH]2)c1	8%	18%	1%	19%	4.5%	-9%	5%	-5%
25	COC/C=C/C1=CC2=CC(=O)C(C)(OC(=O)c3cnc4ccccc4n3)C(=O)C2=CN1Cc1ccc(OC)cc1 (stereo unspecified)	4%[14.2 µM]	-2%[9.22 µM]	-7%[11.5 µM]	-35%	6.2%	0%	-20%[11.4 µM]	-3%[7.66 µM]
26	Cc1ccc(-n2nc(CN3CCOCC3)c(-c3ccccc3)c2N)c(C)c1	3%	-11%	0%	8%	1.1%	1%	1%	2%
27	O=C(CN1C(=O)NC2(CCCCCC2)C1=O)N1CCN(S(=O)(=O)c2ccc(Cl)cc2)CC1	-9%	-13%	8%	-3%[46.1 µM]	-1.4%	-23%[38.3 µM]	8%	1%
28	O=C1SC(c2ccccc2)=C/C1=C\N1CCCCC1	-6%	-8%	1%	-24%[46.1 µM]	7.6%	-3%[38.3 µM]	-10%	0%
29	COc1ccc(NC(=O)Nc2cc(NC(=O)Nc3ccc(OC)cc3)c(C)nc2C)cc1	5%	20%	-2%	3%	0.0%	-3%	2%	1%
30	COc1ccc2c(c1)CCCN2C(N)=Nc1ccc(Cl)cc1	6%	·	3%	0%	-1.1%	·	4%	·
31	Nn1c(SCC(=O)NC2CCCCC2)nnc1C1CC1	-32%	-3%	8%	?	0.9%	10%[38.3 µM]	12%	0%
32	Cc1ccc(S(=O)(=O)N2CC(O)CC2C(=O)Nc2ccc3c(c2)CCC3)cc1 (stereo unspecified)	6%	8%	-3%	1%[46.1 µM]	-1.0%	19%[38.3 µM]	7%	0%
33	O=C(O)c1nn(-c2ccccc2)c(-c2ccccc2)c1C(=O)c1ccccc1	-1%	-1%	0%	10%	0.0%	4%	3%	-2%
34	O=C(NCc1ccco1)C(=O)NCC1OCCN1C(=O)c1ccc(Cl)cc1 (stereo unspecified)	-8%	·	-11%	1%	0.0%	·	-7%	·
35	Nc1nc(SCCc2ccccc2)c2[nH]cnc2n1	7%[14.2 µM]	-3%[9.22 µM]	·	·	·	-2%	·	-6%[7.66 µM]
36	C=CCOC(=O)CCCC(=O)NC1CCCCC1	-2%	-2%	-3%	1%[46.1 µM]	-16%	22%[38.3 µM]	-1%	-1%
37	Cc1cc(C)cc(N(CCC(=O)O)S(=O)(=O)c2ccc3ccccc3c2)c1	-3%	-19%	10%	-21%	0.6%	-7%	1%	5%
38	Cc1cc(Br)ccc1SCC(=O)OCC(=O)NC1CC1	3%	16%	5%	1%	2.6%	?	11%	1%
39	CCOC(=O)C(CCC(=O)O)(CCC(C)C)c1csc(N)n1 (stereo unspecified)	0%	-6%	-3%	-3%[46.1 µM]	0.0%	29%[38.3 µM]	-5%	17%
40	S=C(Nc1ccc(Cl)cc1)NN1CCOCC1	-6%	12%	1%	3%	-1.0%	0%	14%	-2%
41	CCOC(=O)c1cc(NC(=O)CC(C)(C)CC(=O)O)ccc1N1CCCCC1	13%	·	-8%	22%	0.0%	·	8%	·
42	N=P(N1CCOCC1)(N1CCOCC1)C12CC3CC(CC(C3)C1)C2	1%	7%	i	-12%[46.1 µM]	-2.9%	-10%[38.3 µM]	0%	14%
43	Cc1ccc(C2=NN(C(=O)CSc3nc(N)cc(N)n3)C(c3ccco3)C2)cc1 (stereo unspecified)	12%	-24%	-15%	-10%	0.1%	5%	3%	1%
44	CSc1nnc(-c2cc(-c3ccc(C)cc3)nc3ccccc23)o1	2%	-4%	5%	-39%	0.0%	2%	-8%	-2%
45	CCCCSc1nc(C)cc(SCC(=O)N/N=C/c2ccccc2)n1	0%	-60%[inhibitor]	6%	-28%	6.9%	10%	4%	4%
46	CC(CNCc1ccc2c(c1)OCO2)NCc1ccc2c(c1)OCO2 (stereo unspecified)	4%	6%	-6%	-5%[46.1 µM]	-1.2%	-1%[38.3 µM]	73%[activator]	16%
47	CC(C)(C)C(=O)/C=c1\s/c(=C\c2ccc(-c3ccc([N+](=O)[O-])cc3)o2)c(=O)n1CC(=O)NC(N)=O	219%[activator]	-25%	i	-19%	?	-12%	-19%	-7%
48	CNC(=O)NC(=O)C(C)OC(=O)c1cc2c(s1)CCCCC2 (stereo unspecified)	6%	-4%	-7%	11%	-1.0%	0%	-3%	2%
49	COc1ccc(C(=O)c2ccc(N3CCOCC3)cc2)c(OC)c1	·	·	1%	-26%[46.1 µM]	-1.6%	·	?	·
50	CN(C#N)c1nccc(-c2cccs2)n1	4%	?	9%	5%	0.9%	-7%	?	-1%

(cont.)
item	molecule	GoLoco inh red	SMN2 splice up	RECQ1 helicase	NPSR antagonist	Epigenetic reg	IMPase Li cell	KDM4E inh	Luc counter
51	COc1ccc(Cn2c(SCc3ccc(C)cc3)nc3cc(OC)c(OC)cc3c2=N)cc1Cl	6%	-77%[inhibitor]	-14%	?	-0.9%	30%[38.3 µM]	-10%	1%
52	N#Cc1c(NC(=O)CSc2nc(-c3ccco3)cc(C(F)(F)F)n2)sc2c1CCCC2	-2%	2%	-10%	-3%[46.1 µM]	-4.8%	15%[38.3 µM]	-19%	3%
53	Clc1ccccc1CSc1ncn(-c2ccccc2)n1	-5%	22µM*	-9%	6%[46.1 µM]	3.5%	12%	2%	-3%
54	COc1ccc(C(=O)CSc2nnc(CNc3ccc(C)cc3C)o2)cc1	1%	0%	-14%	-8%[46.1 µM]	2.6%	6%[38.3 µM]	3%	1%
55	CCOC(=O)c1ccc(CN(Cc2ccccc2)S(=O)(=O)c2cccc([N+](=O)[O-])c2)cc1	-3%	-33%[inhibitor]	-5%	-32%	0.0%	16%	-3%	-1%
56	c1ccc2c(c1)nc(NCC1CCCO1)c1nnnn12 (stereo unspecified)	13%	?	i	2%[46.1 µM]	0.0%	1%	?	1%
57	O=C(C[C@@H](c1ccccc1)N1CCCCC1)c1ccccc1	5%[14.2 µM]	-14%[9.22 µM]	·	·	·	7%	·	-16%[7.66 µM]
58	COc1cc(C(=S)N2CCC(C)CC2)ccc1O	-14%	-29%	-8%	-4%[46.1 µM]	-5.1%	30%[38.3 µM]	-25%	-3%
59	S=C(NCc1ccco1)N1CCN(c2nc(-c3ccccc3)cs2)CC1	11%	·	-9%	23%	0.5%	13%	12%	-8%
